# Pf apPOL inh = Pf-apPOL DNA polymerase inhibition; 210,000 compounds, 0.25% hits; Recombinant Pf-apPOL, molecular beacon fluorescence, 1.5 h; inhibition, % at 10 µM; AID 1794808
# mHTT CaM bind = disrupts binding of mutant huntingtin to calmodulin; AlphaScreen His-mHTT/GST-CaM binding, luminescence; inhibition, % at 15 µM; 190,000 compounds, 3.6% hits;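 further: 0% = both proteins with DMSO and 100% = one protein alone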
# The depositor's hits bear a star; / = not tested or not shown; & = joins results of further samples. No stated cut-off is given here; in the data, active means inhibition above about 50%; inactive means the rest.
SMILES,Pf apPOL inh,mHTT CaM bind
COc1cccc(-c2noc(C3CCCN3C(=O)Nc3cc(C)ccc3C)n2)c1 (stereo unspecified),-2,0
CCOC(=O)C1C2C=CC3(CN(CCCOC)C(=O)C13)O2 (stereo unspecified),-2,0
CCCc1nc(N2CCN(C(=O)COC)CC2)c2c3c(sc2n1)CC(C)CC3 (stereo unspecified),-5,-4
Cc1ccc([N+](=O)[O-])cc1NC(=O)Oc1ccccc1,-1,-4
COc1cccc(C=C2SC(=S)N(C(CCC(=O)O)C(=O)O)C2=O)c1 (stereo unspecified),-16,-1
O=C1NCC(O)=C1C=Nc1ccc(C2CCCCC2)cc1,1,6
O=C(NCc1ccc(F)cc1)c1cc2nc(-c3ccco3)cc(C(F)(F)Cl)n2n1,1,2
COc1cc(C(=O)Nc2nc3ccccc3n2C)cc(OC)c1OC,-10,57*
CN(C(=O)C1CC(c2ccc(F)cc2)=NO1)c1ccccc1 (stereo unspecified),2,0
N#CC1=C(N)Oc2n[nH]c(-c3ccc(Br)cc3)c2C1c1ccsc1 (stereo unspecified),-5,46
O=C(CSc1nc2ccccc2s1)N1CCc2ccccc21,-3,0
Cc1nn(-c2ccc(Cl)c(Cl)c2)c(=O)c2ccccc12,3&-8,-3&1
CCN1CCN(C(=O)c2nc3ccccn3c2-c2ccc(OC)cc2)CC1,-5,5
COc1ccc(-c2n[nH]c(C)c2NC(=O)C(C)(C)C)cc1,-1,2
CCN1CCN(Cc2coc3ccccc3c2=O)CC1,-3,1
CC(C)(C)c1cc(C(=O)NCc2ccco2)n(Cc2ccc(F)cc2)n1,-23,/
CCc1c(C2CCN(C(=O)Nc3ccccc3C)CC2)noc1N,0,4
COc1ccc(C(=O)N2CCc3cc(OC)c(OC)cc3C2c2ccccc2)cc1OC (stereo unspecified),-3,83*
CC1(C(=O)NC2CCCCCCC2)CCC(=O)N1Cc1ccc(F)cc1 (stereo unspecified),-10,-3
CCCc1cc(C2CCCN2C(=O)C(C)(C)C)no1 (stereo unspecified),4,-8
CCOC(=O)N1CCC(N2CC34C=CC(O3)C(C(=O)Nc3ccc(F)cc3)C4C2=O)CC1 (stereo unspecified),-2,-6
O=C(NCc1ccccc1F)c1cc2n(n1)CCCN(Cc1ccc(F)cc1)C2=O,6,-1
Cc1ccc(NC(=O)NCC(C)N2CCCC2)cc1Cl (stereo unspecified),-5,-2
COc1cccc(NC(=O)Nc2nnc(CC(=O)Nc3cccc(C)c3)s2)c1,-3,7
COc1cc(/C=C2/SC(=Nc3cc(C)cc(C)c3)NC2=O)ccc1O,4,30
# (more compounds)
SMILES,Pf apPOL inh,mHTT CaM bind
Cc1cc(Cl)ccc1NC(=O)C1CCc2nc(N3CCCC3)ncc2C1 (stereo unspecified),3,5
CN(CC(=O)NC1CCCC1)S(=O)(=O)c1ccc2[nH]c3c(c2c1)CCCC3,-6,18
Fc1cccc(CN2CCc3c([nH]c4ccccc34)C2)c1,-6,40
Cc1ccc(Cl)cc1N=Cc1nc(/C=C/c2cccc([N+](=O)[O-])c2)oc1O,-3,11
CC1CCCC(C)N1C(=O)c1ccc(Br)cc1 (stereo unspecified),-10,-3
CCC(=O)NCc1nc2c(n1C)CN(S(=O)(=O)c1ccc(CC)cc1)CC2,-7,11
C#CCOc1ccc(C#N)cc1,-3,/
CC(C)c1cc(C2CCCN2C(=O)Nc2ccc(Br)cc2F)no1 (stereo unspecified),-7,-15
Cc1cc(C)n(-c2ccnc(N3CCSCC3)n2)n1,0,1
O=C(CCc1c(-c2ccc(Br)cc2)nc2ccccn12)N1CCOCC1,5,-1
COc1ccc(C(=O)c2cc3cc([N+](=O)[O-])ccc3o2)cc1,1,/
O=C(NCC#CCN1CCc2ccccc2C1)c1ccc(Br)o1,7,10
COCCCNC(=O)c1cnc(N2CCN(c3ncccn3)CC2)c2ccccc12,-3,7
Cc1occc1C(=O)C(C#N)=CN=S(C)(=O)c1ccc(Oc2ccc([N+](=O)[O-])cn2)cc1 (stereo unspecified),-8,/
O=c1c2c3c(sc2ncn1CCn1cnc2sc4c(c2c1=O)CCCC4)CCCC3,-4,-1
N#C/C(=C\c1ccc(I)cc1)c1nc(-c2ccc3c(c2)OCO3)cs1,-1,-2
Cc1ccc(C2N(c3ccc(Cl)c(Cl)c3)C(=O)C3CCCN32)o1 (stereo unspecified),-4,12
Cc1ccc(C(=O)Nc2c3c(nn2C(C)(C)C)CSC3)cc1C,0,32
Cc1cc(C)c(CSc2ccccc2N)c(C)c1CSc1ccccc1N,6,/
COCCNC(=O)c1cn2cc(-c3cccc(C(F)(F)F)c3)ccc2n1,0,9
Cc1cc(OC(=O)CCC2CCCCC2)c([N+](=O)[O-])c(=O)[nH]1,0,-3
COc1ccc(NC(=O)c2cc(C)c(C)o2)cc1,3,7
O=C1COc2ccc(C(=O)CSc3nnc(Cn4ccc(=O)[nH]c4=O)o3)cc2N1,-6,-21
CCOc1ccc(N2CCN(C(=O)c3cccc(F)c3)C(C)C2=O)cc1 (stereo unspecified),0,-3
COc1ccc(OC)c(NC(=O)C2CCN(c3cc(N4CCSCC4)ncn3)CC2)c1,-5,15
# Further entries.
SMILES,Pf apPOL inh,mHTT CaM bind
CCC(Sc1nc2ccccc2c2nc(-c3ccccc3)nn12)C(=O)NCc1cccnc1 (stereo unspecified),-5,-1
FC(F)(F)c1ccccc1CN1CCN(CC2CC3C=CC2C3)CC1 (stereo unspecified),/,-11
O=C(NCC1CCCC(CNC(=O)c2ccccc2F)C1)c1ccccc1F (stereo unspecified),2,0
Cc1c(-c2nc(-c3cc(C(F)(F)F)cc(C(F)(F)F)c3)no2)oc2ccccc12,0&-8,/
CC1CN(Cc2cccc([N+](=O)[O-])c2)CC(C)O1 (stereo unspecified),3,-6
CCOc1ccc(C(=O)Nc2ccccc2[N+](=O)[O-])cc1Br,-2,8
O=C(C1c2ccccc2Oc2ccccc21)N1CCN=C1SCc1ccccc1,-12,-4
Cc1cccc2nnc(N3CCN(C(=O)c4cccc(C(F)(F)F)c4)CC3)n12,0,1
Brc1c(Br)c(Br)c2[nH]cnc2c1Br,2,/
CSc1ccc(CNC(=O)C(C)C2CCN(S(=O)(=O)c3cccs3)CC2)cc1 (stereo unspecified),0,8
COc1ccc(OC)c(C(=O)Oc2ccc3c(C)c(Cc4ccc(F)cc4)c(=O)oc3c2)c1,4,/
COc1cccc2c1NC(c1ccc(Cl)cc1)C1CC=CC21 (stereo unspecified),2,59*
CSc1ccc(CNS(=O)(=O)c2cc3c(s2)CCN(C(=O)C2CC2)C3)cc1,-2,15
CC1CCCCN1Cc1cc(=O)oc2cc3c(cc12)OCO3 (stereo unspecified),-4,-6
COCC(=O)NCc1ccccc1Cl,-13,2
O=C(Nc1ccc(S(=O)(=O)Nc2nccs2)cc1)c1ccccc1,-10,-5
O=C(Nc1ccc([N+](=O)[O-])cc1)c1cccc(S(=O)(=O)N(CCO)CCO)c1,-3,-2
CCC1=NN(C(=O)Cc2ccc([N+](=O)[O-])cc2)C(O)(C(F)(F)F)C1 (stereo unspecified),2,1
COc1ccc(CNC(=O)[C@@H]2CC=C[C@@H]3CCN(C4CCCCC4)C(=O)[C@@H]32)cc1,-2,8
CC(C)(C)n1nc2c(c1NC(=O)Cc1ccccc1)CSC2,9,23
CC(C)Cn1cc(F)c(=O)n(CC(C)C)c1=O,-1,-9
COc1ccc(N=C(c2ccccc2)c2c(C)[nH]n(-c3ccccc3)c2=O)cc1,-1,21
CCn1c(/C=C/c2ccc(F)cc2)nc2ccccc2c1=O,8,-2
CNC(=O)C1CN(C(=O)c2ccccc2Cl)CC12CCCC2 (stereo unspecified),-2,1
N#CC1=CN(c2ccc(Cl)c(Cl)c2)c2ccccc2S1(=O)=O,1,-4
# Additional records follow.
SMILES,Pf apPOL inh,mHTT CaM bind
CC(C)C(=O)NCCc1csc(C2CCN(C(=O)c3ccc(F)c(F)c3)CC2)n1,0,5
O=C(Nc1ccccc1O)c1ncn[nH]1,-9,9
Cc1cc(C)c2c(N(C)C)nc(C(=O)Nc3ccc(Cl)cc3F)nc2n1,28,19
CC(=O)c1ccc(OC(=O)C2OC3OC4(CCCCC4)OC3C3OC4(CCCCC4)OC23)cc1 (stereo unspecified),-1,3
COc1ccccc1CC(=O)N1CCC(C(N)=O)CC1,-3,3
Nc1ccc(C(=O)Nc2ccccc2)c(N)c1,-12,95*
O=C(O)CCCCc1cc2c(s1)CCCC(=O)N2,-3,1
COc1ccc(C2=N/C(=C\c3cc(Br)ccc3OC)C(=O)O2)c(Br)c1,7,35
COc1ccc(Cl)cc1NC(=O)c1cc(S(=O)(=O)N2CCOCC2)ccc1F,1,7
O=C(NCc1ccc(Br)cc1)c1sc2ncccc2c1-n1cccc1,0,-3
COc1ccc(OC)c(/C=C2/C(=N)N3N=C(C(F)(F)F)SC3=NC2=O)c1,-1,4
CCC(=O)Nc1cccnc1-c1ccc(C(=O)Nc2ccc(OC)cc2)cc1,-1,-1
COc1ncc(C(=O)Nc2ccc(F)cc2C)c(C)n1,-2,7
COc1ccc(-n2nc3c(c2NC(=O)c2cccc(OC)c2)CS(=O)(=O)C3)cc1,-2,9
COc1ccc2c(c1)C(c1ccccc1C)CC(=O)O2 (stereo unspecified),-7,24
COC(=O)C1CN(Cc2ccc(F)cc2)CCS(=O)(=O)N1Cc1cn(Cc2ccc(C)cc2)nn1 (stereo unspecified),0,19
OC[C@@H]1[C@@H](c2ccccc2)C(c2ccc(F)cc2)=NN1c1ccccc1,-6,67*
Cc1ccc(C(=O)N2CCN(c3nc(-c4cccnc4)nc4ccccc34)CC2)cc1,-2,31
COCCC1CCN(C(=O)CNC(=O)COc2ccc(F)cc2)CC1,2,-3
Cc1cc(C(=O)N2CCOCC2)c2cc(Cl)ccc2n1,-7,5
CCc1ccc(NC(=O)c2cccc(N3C(=O)NC4CC3(C)Oc3ccccc34)c2)cc1 (stereo unspecified),-4,26
CCOc1ccc2ccccc2c1C(=O)NCC1COC2(CCCCC2)O1 (stereo unspecified),2,-11
O=C1NC(/C=C/c2ccc3c(c2)OCO3)Nc2sc3c(c21)CCCC3 (stereo unspecified),-14,9
O=C(Cn1cnc2c(-c3ccccc3)csc2c1=O)Nc1ccc(F)cc1Cl,1,-6
COc1ccc(C2CN(S(=O)(=O)c3cc(OC)ccc3OC)CCN2C)cc1 (stereo unspecified),-3,9
# Next part
SMILES,Pf apPOL inh,mHTT CaM bind
O=C(Nc1nccnc1C(=O)N1CCCC1)c1ccccc1,-1,-3
Cc1ccc(-n2nc3c(c2NC(=O)Cc2ccc(F)cc2)CS(=O)C3)cc1 (stereo unspecified),-3,10
O=C(NC1C2CC3CC(C2)CC1C3)c1cccc([N+](=O)[O-])c1 (stereo unspecified),-2,-2
CC1(C)CC(=O)CC2=C1OC1=C(CC(=O)CC1(C)C)C21C(=O)Nc2ccccc21,1,3
Nc1nc(O)c(C2=c3ccccc3=NC2=O)s1,/,16
Cn1nc(NC(=O)C2CCN(S(C)(=O)=O)CC2)c2c1NC(=O)CC2c1ccco1 (stereo unspecified),-7,-15
CC1CNC(C)(C)C(=O)C1 (stereo unspecified),/,-2
COc1ccc(C(=O)Nc2ccccc2F)cc1,1,-8
Cc1nc(SCC(=O)Nc2c(F)cccc2F)c2c3c(sc2n1)CCC3,-6,-4
C#CCSc1nnc2nc(C)cc(C)n12,-8,0
COc1ccc(-c2nnc(N3CCC(C(=O)N4CCN(c5ccccn5)CC4)CC3)o2)cc1,-1,-4
Cc1ccc(Cc2nnc(NC(=O)c3cc(C)n(C(C)C)n3)o2)cc1,-15,8
COc1ccc(CNC(=O)CN2CCC3(CC2)N=C(c2ccc(C)c(C)c2)C(=O)N3)cc1,5,17
CCOc1ccc(-c2csc(NC(=O)CCS(=O)(=O)Cc3ccccc3)n2)cc1,1,3
COc1ccc(NC(=O)N2CCCC2c2nc(-c3ccc(F)cc3F)no2)cc1 (stereo unspecified),-4,-6
Cc1ccc([N+](=O)[O-])cc1NS(=O)(=O)c1cc(C(=O)O)ccc1Br,0,-3
CCC(=O)NCc1csc(C2CCCN(C(=O)C(C)(C)C)C2)n1 (stereo unspecified),-5,2
Cc1nc(C)n(CC(=O)Nc2ccccc2)c(=O)c1C,-4,-4
CCc1onc(C)c1C1CCCN1Cc1cn(CC(=O)OC)c2ccc(OC)cc12 (stereo unspecified),0,2
CCCc1cc(N2CCN(CCO)CC2)n2c(nc3ccccc32)c1C#N,-2,-3
